PAD4 FP inh = PAD4 (human) enzyme inhibition; recombinant PAD4, RCA probe fluorescence polarization; Q9UM07; 0.41% of 330,000 active; AID 485272; inhibition, % at 6.36 µM;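 active = percent inhibition above a cutoff equal to the mean of all tested compounds plus 3 SD, cut at about 15% in these data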;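 also: 0% = PAD4 with RCA probe and DMSO and 100% = probe without PAD4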
GSTO1 inh = GSTO1 inhibition, counter-screen for RBBP9 inhibitors. inhibition, % at 5.96 µM. recombinant GSTO1, activity-based probe fluorescence polarization. 1.1% of 300,000 active. AID 1974. P78417;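 active = inhibition above the campaign mean inhibition plus 3 SD, cut at about 35% in these data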;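 also: 0% = GSTO1-1 with DMSO and 100% = wells lacking GSTO1-1 enzyme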
Target sequence (P78417 whole entry, looked up): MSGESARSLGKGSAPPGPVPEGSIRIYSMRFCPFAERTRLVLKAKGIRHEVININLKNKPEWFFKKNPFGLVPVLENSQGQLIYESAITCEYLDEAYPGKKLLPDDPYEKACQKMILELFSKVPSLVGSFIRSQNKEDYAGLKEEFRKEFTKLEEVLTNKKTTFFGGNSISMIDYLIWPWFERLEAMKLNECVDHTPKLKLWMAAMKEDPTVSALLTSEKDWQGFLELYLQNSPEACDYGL
LYPLA2 inh = LYPLA2 (human) inhibition in PME1 counter-screen. O95372. recombinant LYPLA2, FP-Rh probe fluorescence polarization. inhibition, % at 5.9 µM. 0.38% of 320,000 active. AID 2177;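 active = inhibition above the screen-wide mean plus 3 SD, limit set per campaign, cut at about 26% in these data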;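 also: 0% = LYPLA2 with DMSO and 100% = wells lacking LYPLA2 enzyme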
PAFAH1B3 FP inh = blocks human PAF acetylhydrolase 1B catalytic subunit 3; Q15102; recombinant PAFAH1B3, FP-rhodamine probe, fluorescence polarization; inhibition, % at 3.39 µM; 0.28% of 340,000 active;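 active = inhibition above the screen-wide average of all tested compounds plus 3 SD, cut at about 25% in these data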;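 also: 0% = enzyme with DMSO only and 100% = wells lacking PAFAH1B3 protein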
Target sequence (Q15102 whole entry, looked up): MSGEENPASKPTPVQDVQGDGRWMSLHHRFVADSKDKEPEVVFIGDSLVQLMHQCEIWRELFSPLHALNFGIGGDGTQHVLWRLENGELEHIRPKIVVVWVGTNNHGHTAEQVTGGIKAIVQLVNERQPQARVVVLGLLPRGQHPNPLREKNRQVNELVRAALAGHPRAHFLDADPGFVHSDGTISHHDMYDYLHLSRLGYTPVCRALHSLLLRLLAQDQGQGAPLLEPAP
PREPL inhibitor = inhibitors of human prolyl oligopeptidase-like enzyme PREPL. recombinant PREPL, fluorescence polarization activity-based probe. inhibition, % at 5.96 µM. 0.68% of 320,000 active. AID 2751; in the data active = inhibition above about 43%;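 also: 0% = enzyme with DMSO and 100% = wells lacking enzyme; many of its hits are not listed in these tables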
PAFAH2 FP inh = PAFAH2 (human) inhibition. Q99487. 0.99% of 340,000 active. AID 492956. recombinant PAFAH2, FP-rhodamine activity probe, fluorescence polarization. inhibition, % at 3.39 µM;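 active = inhibition above the mean over all tested compounds plus 3 SD, cut at about 30% in these data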;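 also: inhibitors block probe labeling of enzyme so polarization drops; 0% = enzyme with DMSO and 100% = wells lacking PAFAH2 protein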
LYPLA1 inh = counter-screen for PME1 inhibitors: inhibitors of human LYPLA1. AID 2174. inhibition, % at 5.9 µM. 0.16% of 320,000 active. recombinant LYPLA1, FP-Rh probe fluorescence polarization. O75608;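 active = inhibition above the mean of all tested compounds plus 3 SD, set per campaign, cut at about 14% in these data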;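 also: inhibitors block serine hydrolase probe labeling of LYPLA1 so polarization falls; 0% = enzyme with DMSO and 100% = wells lacking LYPLA1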
Target sequence (O75608 whole entry, looked up): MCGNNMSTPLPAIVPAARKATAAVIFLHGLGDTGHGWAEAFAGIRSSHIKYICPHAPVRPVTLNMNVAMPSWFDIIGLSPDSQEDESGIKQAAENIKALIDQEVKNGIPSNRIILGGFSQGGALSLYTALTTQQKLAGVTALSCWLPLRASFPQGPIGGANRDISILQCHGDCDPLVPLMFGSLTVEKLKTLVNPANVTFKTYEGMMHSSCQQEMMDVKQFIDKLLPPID
pPAFAH inh = inhibitors of human plasma PAF acetylhydrolase (pPAFAH); Q13093; inhibition, % at 3.39 µM; 1.5% of 330,000 active; recombinant pPAFAH, FP-rhodamine probe fluorescence polarization; AID 463082;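 active = inhibition above the mean inhibition across the screen plus 3 SD, cut at about 25% in these data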;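 also: inhibitors block binding of the rhodamine activity-based probe so polarization drops; 0% = enzyme with DMSO and 100% = wells lacking pPAFAH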
PAFAH1B2 inh = inhibitors of human PAFAH1B2; P68402; recombinant PAFAH1B2, FP-rhodamine activity probe, fluorescence polarization; inhibition, % at 3.39 µM; 1.2% of 340,000 active;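 active = inhibition above the mean of all tested compounds plus 3 SD, cut at about 24% in these data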;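 also: 0% = enzyme with DMSO and 100% = wells lacking PAFAH1B2; many of its hits are not listed in these tables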
Target sequence (P68402 whole entry, looked up): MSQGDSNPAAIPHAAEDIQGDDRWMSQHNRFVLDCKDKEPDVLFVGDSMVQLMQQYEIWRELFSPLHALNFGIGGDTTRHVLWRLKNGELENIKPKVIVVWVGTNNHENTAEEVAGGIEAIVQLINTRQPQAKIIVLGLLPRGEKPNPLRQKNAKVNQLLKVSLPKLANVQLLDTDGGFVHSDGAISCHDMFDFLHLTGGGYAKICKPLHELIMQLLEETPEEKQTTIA
Active calls of the source: *; . = not tested or not shown. Not all compounds are listed; the hit share may differ from the screen's.

SMILES	PAD4 FP inh	GSTO1 inh	LYPLA2 inh	PAFAH1B3 FP inh	PREPL inhibitor	PAFAH2 FP inh	LYPLA1 inh	pPAFAH inh	PAFAH1B2 inh
COc1ccc(CNC(=O)CN2CCN(C(c3ccccc3)c3ccccc3)CC2)cc1	-2.9	-1.4	2.1	1.3	-0.3	3.5	3.3	5.5	4.1
CCCCOc1cccc(/C=N/NC(=O)c2csc(C)c2C)c1	0.8	-1.8	-4.8	5.8	13.0	-7.0	-5.6	2.5	3.1
COc1ccccc1Oc1ccc(S(=O)(=O)NCc2ccccn2)cc1	-0.5	1.2	-0.6	3.9	-7.4	-4.5	2.6	2.6	5.6
COCC(=O)N(CCc1ccc(OC)c(OC)c1)Cc1nc2ccccc2c(=O)[nH]1	22.4*	2.4	9.9	7.2	16.1	-6.7	2.6	5.0	2.1
C=CCn1c(C(CC(C)C)CC(C)O)n[nH]c1=S (centres undefined)	1.2	1.1	6.0	-0.7	12.0	-5.5	-1.1	0.3	2.1
CC(C)Cc1nc(SCC(=O)NCc2ccccc2)n[nH]1	4.1	0.3	9.4	-0.5	3.0	-6.8	0.6	3.3	5.8
CCOC(=O)c1ccc(CNC(=O)c2cc(C(C)(C)C)oc2C)o1	-2.3	-5.0	7.7	0.9	-2.4	3.4	2.0	7.0	-6.5
C/C(CC(=O)Nc1cccc(C(F)(F)F)c1)=N\NC(=O)c1ccncc1	0.7	3.2	3.1	-3.1	4.0	-3.5	2.5	5.2	-3.8
COC(=O)c1ccc(COc2ccc(C=O)cc2OC)o1	2.3	-5.8	-3.1	-1.9	-4.8	-0.8	-3.2	0.3	10.3
COc1ccc(C(=O)N/N=C/c2ccc(OC)c(CN3CCCc4ccccc43)c2)cc1	-0.1	-4.5	-16.6	-1.6	8.2	-1.3	-15.0	5.4	-1.9
COc1cccc(Cn2c(N)c(C#N)c3nc4ccccc4nc32)c1OC	-12.1	40.8*	0.7	14.0	27.1	-4.6	-3.7	-14.4	5.2
COc1ccc(N2CCN(C(=O)Cc3ccc(Cl)cc3)CC2)cc1	-6.0	-7.2	0.4	2.4	8.3	0.6	0.5	4.2	6.1
CCOC(=O)c1ccc(NC(=S)N2CCSC2c2ccc(Cl)cc2)cc1 (centres undefined)	-3.6	-11.5	-25.7	-6.7	-9.5	-12.0	-18.7	-2.4	14.6
Cc1cccc(OCCC(=O)NCC(c2ccco2)N2CCCCC2)c1 (centres undefined)	-2.4	3.2	-5.8	4.8	17.6	2.8	-0.8	4.4	9.1
Cc1ccccc1-c1nc(-c2ccccn2)no1	4.3	-5.0	-7.0	-0.6	8.7	4.1	-3.6	-1.6	3.8
C=CCN(CC(=O)NC1CC1)S(=O)(=O)c1cccc(C(F)(F)F)c1	-1.4	.	.	0.5	0.5	-5.9	.	0.1	5.7
Nc1ccccc1SCc1cc([N+](=O)[O-])cc2c1OCOC2	-0.4	2.1	0.1	5.2	-2.7	11.9	2.3	5.8	8.2
Cc1ccc(S(=O)(=O)Nc2ccc3c(c2)nc(CCN2CCN(c4ccccn4)CC2)n3C)cc1	-2.4	-2.8	-2.6	0.7	-0.1	-4.7	1.1	2.0	11.8
COc1cc2c(cc1OC)C(c1cc3ccccc3oc1=O)=NC(C)(C)C2	-2.6	-1.6	2.2	-0.5	0.6	8.8	-1.5	7.5	-0.7
CCOC(=O)N1CCN(c2nc(=S)n(-c3ccccc3)c(C)c2C(C)=O)CC1	-1.1	-1.5	0.0	-12.7	-4.8	-6.5	-1.5	4.2	0.0
Cc1nn(CC2CC2)c(=O)n1-c1ccc(F)cc1	3.1	-1.0	-3.6	3.4	10.1	1.3	0.2	-2.0	3.7
Cc1ccc2cccc(OCC(=O)N(C)CC(=O)Nc3ccc(F)cc3)c2n1	-5.8	.	-5.6	10.2	6.4	14.6	1.4	-0.2	2.2
CC(C)(C)C(=O)Nc1ccc(-c2cn3cccnc3n2)cc1	-2.0	3.0	2.8	9.3	7.0	-2.8	-2.6	1.2	-1.0
Cc1ccc(NC(=O)COC(=O)c2c(-c3ccccc3)noc2C)cc1	-3.4	.	-2.0	8.1	12.0	-0.7	-5.3	-4.4	-1.0
O=[N+]([O-])c1cc(C(F)(F)F)ccc1Cl	-1.8	.	3.1	8.4	1.8	8.1	2.1	1.6	2.3
SMILES	PAD4 FP inh	GSTO1 inh	LYPLA2 inh	PAFAH1B3 FP inh	PREPL inhibitor	PAFAH2 FP inh	LYPLA1 inh	pPAFAH inh	PAFAH1B2 inh
Cc1ccc(CNc2ccc3c(c2)nc(C)n3C)cc1	6.4	10.6	2.5	-1.8	20.0	-2.0	1.8	-1.4	8.6
Cn1ccc2cc(-c3ccc4ncnc(NCc5cccs5)c4c3)ccc21	-0.6	.	.	7.3	49.5*	-4.2	.	13.0	11.9
CCN(CC(=O)Nc1c(F)cccc1F)C(=O)c1cc(C)nc2ccccc12	-2.9	4.5	3.1	4.0	10.5	-0.9	-0.6	-1.2	-3.5
COc1ccccc1/C=N/NC(=O)c1ccc(Br)cc1	3.1	14.1	3.1	-3.3	-0.1	-8.5	1.3	6.1	-2.4
COc1cccc(-c2ccc(NC(=O)C3CCCN(Cc4nccn4C)C3)cc2)c1 (centres undefined)	3.1	3.7	-5.0	1.3	5.1	-1.4	-2.2	4.2	-0.8
Cc1ccc(S(=O)(=O)N2CCN(C(=O)c3ccco3)CC2)cc1C	-0.5	8.5	1.6	-2.4	-10.2	1.1	-5.3	0.3	2.5
CCN(CC)CCn1nc(C)nc1-c1ccccc1O	1.2	7.3	2.1	1.9	27.0	6.5	-0.6	4.2	-2.6
CCN(CC)C(=O)CSc1nc2cc3c(cc2c(=O)n1Cc1ccc2c(c1)OCO2)OCO3	0.3	5.4	2.3	1.2	5.2	2.4	-0.9	-3.6	6.2
O=C(N/N=C/c1cc2c(cc1Br)OCO2)c1cccnc1	-2.2	-1.2	0.9	13.9	13.7	8.1	-0.2	-4.4	8.8
COc1ccccc1-n1cnnc1SCC(=O)Nc1ccccc1	-2.0	-5.4	-2.7	7.0	-7.6	7.7	0.1	0.3	1.3
CCN1C(=O)[C@H]2[C@H]3[C@H](O)[C@H](O)C/C(=N\OC[C@@H](C)[C@H](OCc4ccccc4)C(C)C)[C@@H]3CC[C@H]2C1=O	-4.8	0.0	-5.4	.	5.6	.	2.8	5.0	.
COc1ccc(CN2[C@@H](CC(=O)O)c3cc(F)ccc3S2(=O)=O)cc1	-2.0	4.5	1.5	-0.9	0.4	-0.6	2.7	-0.9	1.3
O=C1C=C(c2cccc(O)c2)C[C@@H](c2ccc(F)cc2)C1	-1.0	.	4.8	10.6	-20.3	-2.6	-5.5	1.4	9.2
CC(C)c1ccc(NC(=O)COC(=O)c2ccc(CN3CCCC3=O)cc2)cc1	-3.0	.	6.2	-1.9	4.4	85.0*	1.1	11.1	3.1
Clc1ccc(OCc2cn3ccccc3n2)c2ncccc12	-7.2	0.1	1.4	5.2	-1.7	2.4	0.6	-3.0	4.2
CCOC(=O)C(C(=O)OCC)C1CS(=O)(=O)CC1C(C(=O)OCC)C(=O)OCC (centres undefined)	-0.1	2.6	-1.3	-3.8	-1.6	-5.8	2.6	2.3	-1.2
Cn1c(-[n+]2c(-c3ccccc3)cc(-c3ccccc3)cc2-c2ccccc2)nc2cc([N+](=O)[O-])ccc21	4.0	0.0	-3.2	-1.3	1.1	-1.6	-1.1	3.8	-2.5
COc1cc(OC)cc(C(=O)OCC(=O)N(C)c2ccccc2)c1	-1.9	-2.3	-1.7	-4.0	1.4	2.8	-1.1	3.5	-1.7
COc1ccc(S(=O)(=O)Cc2ccc(C(=O)N3CCN(C4CCCCC4)CC3)o2)cc1	-2.1	-2.4	0.1	-0.1	-3.0	4.1	0.0	6.1	-2.0
COc1ccccc1N(CC(=O)Nc1cccnc1)S(=O)(=O)c1ccccc1	-6.8	-3.8	-6.4	-6.2	-32.3	-3.0	-1.3	-4.9	1.2
CCOC(=O)c1c(S(=O)(=O)NCC(=O)NCc2ccc(C)cc2)c(C)n(C)c1C	-1.4	3.9	0.2	6.0	-0.4	5.8	1.4	5.2	0.3
Cc1[nH]c2ccc3ncccc3c2c1C	-3.4	0.1	-1.0	-3.0	4.3	-5.3	2.1	2.5	2.9
COCc1cc(/C=N\NC(=O)Cc2ccc(OC)cc2)ccc1OC	-2.0	1.9	4.3	5.3	-6.7	-4.5	-0.1	7.4	1.1
CC(Oc1cccc(Cl)c1)C(=O)Nc1ccccc1N1CCCCC1 (centres undefined)	5.4	-4.4	-1.6	2.0	-5.5	1.2	-0.2	-1.4	1.9
Clc1ccc(CSc2cc3c(nn2)-c2ccccc2CC3)cc1Cl	-9.1	-4.0	2.5	-5.0	0.0	-4.8	1.9	5.0	5.1
SMILES	PAD4 FP inh	GSTO1 inh	LYPLA2 inh	PAFAH1B3 FP inh	PREPL inhibitor	PAFAH2 FP inh	LYPLA1 inh	pPAFAH inh	PAFAH1B2 inh
CC1=NN(C(=O)Cc2ccccc2)C(O)(c2cccnc2)C1 (centres undefined)	3.6	2.0	-1.6	12.1	12.9	-7.0	-1.1	-5.5	1.1
COC(=O)[C@@H](N)Cc1ccc(O)cc1	-10.8	-0.6	-4.0	.	7.7	.	-3.2	-3.0	.
CCc1ccn2cc(-c3cc(-c4ccccc4)no3)nc2c1	0.6	-15.4	-3.1	6.3	-16.1	3.4	-0.5	-0.7	-2.5
Cc1ccccc1NC(=O)c1ccc(Cn2cc([N+](=O)[O-])cn2)o1	2.3	-1.7	-7.7	3.9	22.4	11.9	0.7	-0.3	3.3
COc1ccc(S(=O)(=O)N2CCc3ccccc32)cc1C(=O)Nc1ccc(C(N)=O)cc1	-1.9	-17.1	4.9	6.3	2.5	3.4	-12.3	1.3	6.9
O=C1/C(=C/c2ccccc2)Oc2cc(OC(=O)N3CCOCC3)ccc21	-1.0	-0.4	3.0	6.6	12.1	24.4	2.4	12.6	-1.6
Cc1cc(C)nc(SCC(=O)c2ccc3c(c2)OCCO3)n1	-1.0	2.4	-3.3	11.3	0.1	3.4	0.5	0.9	-0.5
Cc1cccc(OCCC(=O)Nc2ccc(N3CCOCC3)cc2N2CCOCC2)c1	1.8	.	1.0	6.5	22.4	0.1	-0.3	-0.9	0.7
Cc1nn(-c2ccccc2)nc1C(=O)c1c(C)[nH]n(-c2ccccc2)c1=O	-1.0	-4.7	5.8	14.2	-4.3	4.8	0.2	-3.8	0.9
CCOCCCNC(=O)C(NC(=O)Cc1c[nH]c2ccccc12)c1ccccc1 (centres undefined)	-0.9	1.1	-0.3	-6.7	1.7	-6.8	0.5	0.6	-4.7
CC(=O)Nc1ccc2sccc2c1	-1.3	4.7	6.8	4.3	6.5	13.8	2.7	-5.1	-1.1
Cc1onc(-c2c(Cl)cccc2Cl)c1C(=O)c1ccccc1	-3.5	3.8	-3.5	7.5	-1.5	4.5	-1.7	-3.0	2.7
CN(C(=O)c1ccc(NC(=O)Cc2cccc(NC(=O)C3CCN(C(=O)C4CCCCC4)CC3)c2)cc1)C1CCCC1	0.2	.	-3.0	-4.5	-0.7	-8.1	-1.7	-4.3	0.9
Clc1ccc(C2=Nn3c(nnc3-c3cccs3)SC2)cc1	1.6	-1.6	2.5	1.6	1.6	-7.4	3.3	-1.1	-0.6
COc1ccccc1N1CCN(C(=O)CCc2ccccc2)CC1	-1.7	0.0	-2.4	5.0	11.8	-7.3	3.3	-4.6	-1.6
